Lamin A splicing: qHTS Assay for Modulators of Lamin A Splicing; HeLa LMNA splicing GFP/RFP minigene ratio, 48 h; Potency, µM (doses to about 46.1 µM), inactives show at the highest dose ratio change, negative = inhibition, hits mostly inhibitors; actives 0.01% (n = 200,000); active = well fitted inhibition curve with a large enough effect in the signal ratio, with a control signal flat, not every such curve was filed as active; inconclusive = small, poorly fitted or top-dose-only effect, or effect the other way, or a change in a side signal; the % refers to the signal ratio; note: potency is the fitted concentration of half-maximal effect; % is set by controls: 0 for no effect and ±100 for the full control effect
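S3 HeLa cells stably expressing lamin A-EGFP splicing minigene plus DsRed2, 600 cells/well, 48 h compound exposure at 37C. Laser-scanning cytometry; analysed as GFP (500-530 nm)/RFP (575-640 nm) total intensity ratio; 0.5% DMSO vehicle.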
HTT ATP protect: qHTS Multiplex Assay to Identify Dual Action Probes in a Cell Model of Huntington: Cytoprotection (ATP). Potency, µM (titrated, usually from 56.4 µM), for inactives: cytoprotection (ATP increase), actives largely listed as activators. AID 1471, 2008. PC12 HTT-Q103 induced, cytoprotection, ATP luminescence, 40 h. actives 0.14% (n = 230,000);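 note: potency is the fitted concentration of half-maximal effect; % of control where 0% means no effect; nearly all actives have a fitted effect of over 45% in size; toxic huntingtin expression switched on by the ecdysone agonist tebufenozide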
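Rat PC12, Q103 Htt exon1-GFP fusion, ecdysone promoter; tebufenozide inducer 100 nM final; compound titration; qHTS, 1500 cells/well; ATPlite luminescent read.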
aGlu spleen mod: qHTS Assay for Inhibitors and Activators of Human alpha-Glucosidase From Spleen Homogenate; human spleen homogenate, 4-MU-alpha-glucoside fluorescence; Lysosomal alpha-glucosidase (Homo sapiens), P10253; actives 0.006% (n = 240,000); Potency, µM (top dose mostly 79.9 µM), for the others: at the top dose activity change, negative = inhibition, hits mostly inhibitors;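 note: potency is the fitted concentration of half-maximal effect; 0% = enzyme with vehicle and -100% = no enzyme basal signal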
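Enzyme source: human spleen homogenate, 1 ug/well. Buffer 50 mM citric acid/K phosphate pH 5.0, 0.01% Tween-20. 4-MU-alpha-glucoside 1 mM; 37 C x 40 min; NaOH/glycine stop; fluorescence.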
GAA inh: qHTS Assay for Inhibitors of Human alpha-Glucosidase as a Potential Chaperone Treatment of Pompe Disease. purified human GAA, 4-MU-alpha-glucoside fluorescence. Potency, µM (doses to about 76.9 µM), inactives show at the highest dose activity change, negative = inhibition, hits mostly inhibitors. actives 0.005% (n = 200,000). AID 1466, 2008;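 note: potency is the fitted concentration of half-maximal effect; plate controls were uninhibited enzyme wells for no effect and no-enzyme background for full effect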
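Compounds are titrated up to 77 uM against 4 nM human enzyme. Substrate 4-methylumbelliferyl-alpha-D-pyranoside (400 uM) reacts 20 min at room temperature in pH 5.0 buffer; liberated 4-methylumbelliferone is read at 440 nm.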
CBFb-RUNX1 inh: qHTS Assay for Compounds Blocking the Interaction Between CBF-beta and RUNX1 for the Treatment of Acute Myeloid Leukemia; Potency, µM (series often up to 59.8 µM), inactives show top-dose activity, negative = inhibition, hits mostly inhibitors; AID 1477, 2009; AlphaScreen CBFb-His/RUNX1-biotin binding, biochemical; 230,000 tested, under 10 active; Runt-related transcription factor 1 (Homo sapiens) + Core-binding factor subunit beta …; note: % of control where 0% means no effect
Target sequence (Q01196 whole entry, looked up): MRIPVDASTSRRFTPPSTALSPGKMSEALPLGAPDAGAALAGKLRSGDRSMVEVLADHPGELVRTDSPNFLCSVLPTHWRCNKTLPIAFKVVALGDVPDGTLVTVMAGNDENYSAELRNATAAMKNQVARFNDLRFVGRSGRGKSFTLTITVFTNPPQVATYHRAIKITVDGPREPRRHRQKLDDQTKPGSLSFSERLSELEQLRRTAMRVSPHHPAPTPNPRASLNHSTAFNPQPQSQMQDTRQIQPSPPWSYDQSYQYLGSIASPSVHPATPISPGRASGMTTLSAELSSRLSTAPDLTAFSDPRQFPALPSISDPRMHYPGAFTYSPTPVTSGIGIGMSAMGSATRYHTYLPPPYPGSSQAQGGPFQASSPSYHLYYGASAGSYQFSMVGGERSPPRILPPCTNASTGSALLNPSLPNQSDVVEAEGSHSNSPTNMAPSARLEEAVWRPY
Target sequence (Q13951 whole entry, looked up): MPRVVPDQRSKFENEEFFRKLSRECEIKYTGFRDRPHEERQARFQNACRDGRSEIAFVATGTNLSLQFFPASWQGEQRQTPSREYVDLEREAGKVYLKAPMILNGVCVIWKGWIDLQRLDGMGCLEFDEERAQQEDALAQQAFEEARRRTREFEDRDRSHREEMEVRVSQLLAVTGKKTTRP
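CBF-beta (His) and RUNX1 (biotin), 30 nM each; 20 min preassociation; + compound, 15 min; + beads 50 ng each (Ni, streptavidin), 90 min; RT; AlphaScreen read.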
HttQ103 aggreg: qHTS Multiplex Assay to Identify Dual Action Probes in a Cell Model of Huntington: Aggregate Formation (GFP) | PC12 HttQ103-GFP aggregates, Acumen cytometry, 40 h | Potency, µM (highest dose often 46.1 µM), for the others: at the top dose activity change, negative = inhibition, actives largely listed as inhibitors | actives 1.1% (n = 220,000) | AID 1688, 2009; note: potency is the fitted concentration of half-maximal effect; % is set by controls: 0 for no effect and ±100 for the full control effect; nearly all actives have a fitted effect of over 60% in size
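PC12 cells with ecdysone-inducible HTT exon1 Q103-GFP, induced by 100 nM tebufenozide, given compounds in a concentration series. GFP aggregates (1–25 um, 6 SD above background) counted in lysates by laser-scanning cytometry, 488 nm excitation.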
GAA glycogen mod: qHTS Assay for Inhibitors and Activators of Human alpha-Glucosidase Cleavage of Glycogen; Potency, µM (highest dose often 76.4 µM), inactives show at the top dose activity change, negative = inhibition, usual class: inhibitors; Lysosomal alpha-glucosidase (Homo sapiens), P10253; recombinant GAA, glycogen substrate, Amplex Red glucose oxidase fluorescence; actives 0.38% (n = 300,000); AID 2100, 2009;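 note: potency is the fitted concentration of half-maximal effect; 0% = full enzyme reaction and -100% = no-enzyme basal signal; the screen sought inhibitors and activators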
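Natural-substrate format: glycogen cleavage by 4 nM human enzyme, glucose read by Amplex Red coupling (Ex 573, Em 610 nm). Normalized to enzyme and no-enzyme controls.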
Numbers without * were called inactive; u = inconclusive; x = no result given; [ ] = another dose, or the depositor's remark. Unless noted, calls come from the whole dose curve; as a rule, active = well fitted curve in the direction sought with a large enough effect; inconclusive = small, poorly fitted or top-dose-only effect, or another doubt; inactive = no such curve, though single readings can be large; an effect the other way counts as inactive or inconclusive.

SMILES	Lamin A splicing	HTT ATP protect	aGlu spleen mod	GAA inh	CBFb-RUNX1 inh	HttQ103 aggreg	GAA glycogen mod
CCN(CC)S(=O)(=O)c1ccc(F)c(C(=O)NCCCN2CCOCC2)c1	11%	-3%[0.074 µM]	0%	-6%	-4%	3%	-3%
COC(=O)c1cc(C)nc(N)c1C#N	5%	-1%	-2%	u	-4%	14%[9.22 µM]	1%
COCCn1c(=O)c(-c2cccc(C#N)c2)nc2cnc(N3CCN(C)CC3)nc21	-10%	-13%	3%	x	x	x	x
NC(=S)NNc1cc(Cl)cc(Cl)c1	u	u	4%	-3%	4%	19%	u
CNC(=O)CSCc1cnn(-c2ccccc2)c1-n1cccc1	8%	-16%	0%	-1%	2%	0%	6%
CCOC(=O)C1CCN(C(=O)N(C)C)CC1	5%	-11%[10 µM]	1%	5%	16%	0%	-7%
COC(=O)c1c(C)c[nH]c1C	x	2%[10 µM]	3%	x	-9%	17%[9.22 µM]	7%
CCOC(=O)c1csc(NC(=O)Nc2cccc(OC)c2)n1	-17%	-15%[10 µM]	4%	-2%	-12%	-3%	-13%
CCOc1cc(/C=C2/NC(=O)NC2=O)cc([N+](=O)[O-])c1O	u	-30%	-3%	-13%	-11%	5%[9.22 µM]	4%
C=C/C(=C\C)C[C@@H](CC(=O)N[C@@H](CCC(=O)O)CC(=O)O)NC(=O)[C@@H]1CNCC[C@H]1NC(=O)C[C@@H](NC(=O)C[C@H](Cc1ccccc1)NC(=O)[C@@H]1CCCC[C@H]1N)C(C)C	x	-33%[inhibitor]	1%	x	-4%	x	x
CC(C)(C)C(=O)C[n+]1ccc(C(N)=O)cc1	-8%	15%[10 µM]	4%	7%	5%	-3%	4%
COc1ccc(-c2ccc(SCC(=O)N3CCN(c4ccccc4)CC3)nn2)cc1	3%[46 µM]	-22%	4%	-7%	8%	18%	5%
O=C(NCC1CCCN(C(=O)NCc2ccccc2)C1)c1ccc2c(c1)OCO2 (stereo not drawn)	37%[46 µM]	-4%[10 µM]	14%	9%	1%	-5%[9.22 µM]	-6%
Nn1c(Cc2cccc3ccccc23)nnc1SCCOc1ccc(F)cc1	-10%	14%[10 µM]	-2%	2%	-3%	3%	-1%
Cc1ccc(-c2noc(CSc3nnnn3-c3ccccc3)n2)cc1	u	6%	3%	-2%	2%	-13%[9.22 µM]	-19%

A portion taken from the entries so far, for reference:
SMILES	Lamin A splicing	HTT ATP protect	aGlu spleen mod	GAA inh	CBFb-RUNX1 inh	HttQ103 aggreg	GAA glycogen mod
CCN(CC)S(=O)(=O)c1ccc(F)c(C(=O)NCCCN2CCOCC2)c1	11%	-3%[0.074 µM]	0%	-6%	-4%	3%	-3%
COC(=O)c1cc(C)nc(N)c1C#N	5%	-1%	-2%	u	-4%	14%[9.22 µM]	1%
COCCn1c(=O)c(-c2cccc(C#N)c2)nc2cnc(N3CCN(C)CC3)nc21	-10%	-13%	3%	x	x	x	x

Continued:
SMILES	Lamin A splicing	HTT ATP protect	aGlu spleen mod	GAA inh	CBFb-RUNX1 inh	HttQ103 aggreg	GAA glycogen mod
COc1ccc(-c2nnc3n2-c2ccccc2SC3)cc1OC	-3%	10%	8%	5%	3%	18%	-14%
Cc1cc(C)cc(NC(=O)Nc2ccc(Cl)cn2)c1	x	-26%	-5%	1%	6%	3%	1%
Cc1cc(C)c(N2C(=NC(=O)CCCC(=O)O)SC3CS(=O)(=O)CC32)c(C)c1 (stereo not drawn)	0%	5%	2%	-2%	6%	-9%	-1%
O=C(O)CC(NCc1ccco1)C(=O)OCCc1ccccc1 (stereo not drawn)	2%	16%	-21%	7%	-4%	-18%	0%
Nc1nc(-c2ccc(Cl)cc2)nc(-c2ccc(Cl)cc2)n1	x	-1%[10 µM]	3%	x	7%	-32%[9.22 µM]	2%
COC(=O)CSc1nnc(CNC(=O)c2ccc(S(=O)(=O)N3CCCCC3)cc2)n1C	7%	-11%	-2%	-1%	-3%	12%	5%
CN(C)c1ccc(C(CNS(=O)(=O)c2ccc3ccccc3c2)c2c[nH]c3ccccc23)cc1 (stereo not drawn)	-19%	5%[10 µM]	-4%	-2%	u	-1%	4%
Cc1ccc(/C=N\NC(=O)Cn2nnc3ccccc32)o1	15%	26%[10 µM]	-8%	2%	-4%	1%	-6%
CC(CCN(C)C)OC(=O)c1ccc(C(C)c2ccccc2)o1 (stereo not drawn)	u	9%[10 µM]	-9%	-4%	0%	28%	3%
O=S(=O)(Nc1cc(Sc2cccc3cccnc23)c(O)c2ccccc12)c1ccccc1	u	x	-11%	5%	x	u	4%
O=C1CC(c2ccco2)c2ccc3ccccc3c2N1 (stereo not drawn)	-5%	-15%	1%	4%	-12%	5%	-24%
COc1ccc(NC(=O)C23CC4CC(C2)CC(n2cnc(Br)n2)(C4)C3)c(C)c1	3%	-18%	-14%	u	-8%	0%	6%
O=C(NNS(=O)(=O)c1ccc(F)cc1)C1CC(c2cccnc2)=NO1 (stereo not drawn)	-14%[46 µM]	-12%	-2%	0%	-24%	-5%	u
C/C(=N\Nc1ccccn1)c1cccs1	-15%[46 µM]	-92%[inhibitor]	-2%	-1%	-3%	4%	u
Cn1c(=O)c2c(SCC(=O)NCc3ccco3)nc(CC(C)(C)C)nc2n(C)c1=O	-3%	-8%	-5%	-5%[15.4 µM]	4%	2%	-8%
O=C(CCc1ccc(S(=O)(=O)NCCc2ccccc2)cc1)NCc1ccc2c(c1)OCO2	0%	-8%	-2%	-2%	-4%	-3%	2%
COc1ccc(-c2nnn(CC(=O)N(CC(=O)NCCC(C)C)Cc3cccs3)n2)cc1OC	-4%	0%[10 µM]	6%	-11%	3%	0%	-5%
COC(=O)c1ccc(COn2c(=O)c(C)[n+]([O-])c3ccccc32)cc1	0%	3%	3%	-7%	-1%	8%	4%
CN1CCC(OC(=O)c2ccco2)CC1	-13%[46 µM]	13%[10 µM]	0%	-5%	6%	6%[9.22 µM]	2%
c1ccc2c(c1)OCCOCCOc1ccccc1OCCOCCO2	u	x	-2%	u	-9%	-12%	3%
O=S(=O)(Nc1cccc2nsnc12)c1ccccc1	9%	-10%	-7%	-2%	5%	-17%	5%
O=C1CCC(=O)N1c1ccc(NCCc2ccccc2F)c([N+](=O)[O-])c1	x	-18%	-5%	-5%	-17%	-10%	4%
Cc1cc(NC(=O)c2ccc(S(=O)(=O)N(C)CC3CCCO3)cc2)no1 (stereo not drawn)	x	x	11%	-15%	0%	-17%	12%
CC(=O)NCCNc1ccc([N+](=O)[O-])cn1	3%	x	1%	1%	8%	10%	-1%
CCN(Cc1cnn(C)c1)C(=O)c1cc(COc2ccc(F)cc2F)on1	x	23%[10 µM]	-1%	x	5%	-19%[9.22 µM]	2%
CCC(=O)N1CCN(c2nc(-c3ccccc3)c3c(c2C#N)CCCC3)CC1	4%	-7%[10 µM]	-8%	1%	23%	-13%[9.22 µM]	-13%
CC(C)C(=O)N(c1cc2sc(=O)oc2c2ccccc12)S(=O)(=O)c1cccs1	7%	22%	-2%	-4%	u	u	-24%
CCN(C(=O)c1ccc2c(Cl)c3c(nc2c1)CCC3)c1ccc(C)c(C)c1	u	x	-6%	2%	6%[2.36 µM]	-22%	-5%
N#CCSc1nnc(C2CCCCC2)n1Cc1ccccc1	u	4%[10 µM]	-4%	-7%	-1%	-3%	0%
Cc1ccc(NC(=O)c2cc(N3C(=O)CCC3=O)ccc2N2CCCCC2)cc1	x	22%[10 µM]	-4%	6%	-5%	10%[9.22 µM]	13%

Some entries already given, reduced to aGlu spleen mod, GAA inh and HTT ATP protect:
smiles	aGlu spleen mod	GAA inh	HTT ATP protect
CC(=O)NCCNc1ccc([N+](=O)[O-])cn1	1%	1%	x
CCN(Cc1cnn(C)c1)C(=O)c1cc(COc2ccc(F)cc2F)on1	-1%	x	23%[10 µM]
CCC(=O)N1CCN(c2nc(-c3ccccc3)c3c(c2C#N)CCCC3)CC1	-8%	1%	-7%[10 µM]
CC(C)C(=O)N(c1cc2sc(=O)oc2c2ccccc12)S(=O)(=O)c1cccs1	-2%	-4%	22%

(continued)
SMILES	Lamin A splicing	HTT ATP protect	aGlu spleen mod	GAA inh	CBFb-RUNX1 inh	HttQ103 aggreg	GAA glycogen mod
COc1ccccc1-n1cnnc1SCC(=O)NCC1CCCO1 (stereo not drawn)	x	14%	3%	0%	-2%	11%	8%
CCOC(=O)c1ccc(N2C(=O)CC(Sc3nc(O)c(CC)c(=O)[nH]3)C2=O)cc1 (stereo not drawn)	5%	0%	-2%	-7%	5%	-13%	-6%
CC(=O)Oc1ccc(Oc2ccc(-c3noc(C)n3)cc2)cc1	u	-47%[inhibitor]	-2%	-9%	10%	-31%	-3%
CCOC(=O)N1CCN(C(=O)c2cccc(NC3=NC4CS(=O)(=O)CC4S3)c2)CC1 (stereo not drawn)	-6%	14%[10 µM]	-1%	4%	2%	-5%	10%
COc1ccc(O/C(=N\S(=O)(=O)c2ccccc2)c2ccccc2)cc1	-29%	7%[10 µM]	-9%	-3%	9%	-1%	u
CC1=NC(C#N)=C(C#N)NC(C)(C)C1	x	x	1%	-1%	-7%	-22%	u

Screens: PubChem BioAssay, National Center for Advancing Translational Sciences (NCATS)
